High-throughput results (PubChem)
B2AR arrestin = beta2AR (human) beta-arrestin recruitment activity. Potency, µM (doses to about 46.1 µM), inactives show at the top dose activation, most hits filed as activators. beta-arrestin recruitment to beta2AR, cell-based reporter. P07550. hit rate 0.02% among 330,000;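 note: potency is the fitted concentration of half-maximal effect; 0% = DMSO controls and full agonism = EC100 isoproterenol or metaproterenol; nearly all actives have a fitted effect of over 65% in size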
uPA generation = inhibitors of cell surface uPA generation; cell surface uPA generation assay, qHTS; Potency, µM (highest dose often 38.3 µM), without a hit: top-dose activity change, negative = inhibition, actives largely listed as inhibitors; hit rate 0.31% among 330,000; AID 540303; active = well fitted inhibition curve with a large enough effect; inconclusive = small, poorly fitted or top-dose-only effect; inactive = no such curve, though single readings can be large or run the other way; tested in mouse RAW 264.7 cells; note: potency is the fitted concentration of half-maximal effect; nearly all actives have a fitted effect of over 55% in size
Giardia kill = Giardia lamblia killing; Giardia lamblia trophozoite viability; activity change, % at 7.66 µM, hits read low; hit rate 0.15% among 340,000; AID 540267; in the data active = activity change below about -80%; inconclusive = between about -30% and that limit;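 note: parasites exposed to compound for two days anaerobically before the ATP read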
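Luminescent ATP signal served as the viability read-out, measured 15-30 min after adding ATP detection reagent to trophozoites that had been incubated with compounds for 48 hrs at 37 deg C anaerobically at 100 cells/well.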
GALK inh = inhibitors of human galactokinase. P51570. hit rate 0.007% among 270,000. AID 1868. Potency, µM (highest dose often 57.5 µM), for inactives: top-dose activity change, negative = inhibition, hits mostly inhibitors. Purified GALK, Kinase-Glo residual ATP luminescence; note: potency is the fitted concentration of half-maximal effect
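Luminescence from leftover ATP (Ultra-Glo luciferase/luciferin) served as read-out after a 1 h room-temperature reaction of 5 nM GALK with 35 uM ATP and 100 uM galactose.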
FBPA coupling cs = counter-screen for Giardia aldolase inhibitors: coupling enzyme system; coupling enzyme system counterscreen, AmpLite Red fluorescence; activity change, negative = inhibition, % at 58.2 µM, hits read low; hit rate 0.67% among 290,000; AID 2472; in the data active = activity change below about -30%
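Fluorescence at 525 nm excitation and 598 nm emission measured inhibition of the coupled detection system without aldolase. Compounds (at 57.5 uM final) were preincubated 10 min at room temperature with coupling enzyme reagent before a 20 min substrate/AmpLite Red step.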
USP2a inh = USP2a (human) protease inhibition | O75604 | USP2 core, Ub-CHOP2 coupled fluorogenic reporter, 485/531 | Potency, µM (series often up to 38.3 µM), without a hit: at the top dose activity change, negative = inhibition, usual class: inhibitors | hit rate 0.01% among 330,000 | AID 463254;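 note: potency is the fitted concentration of half-maximal effect; plate controls were DMSO wells for no effect and full inhibition by NEM control for full effect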
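Cell-free coupled assay: 10nM USP2 core preincubated 30min RT with compound in Tris-HCl pH 8.0/CaCl2/CHAPS buffer, then 25nM Ub-CHOP2 and 25nM reporter substrate; fluorescence (Ex 485/Em 531) read after 60min RT, normalized to NEM inhibition, concentration-response curves fitted.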
PKM2 activator = activators of human pyruvate kinase M2. P14618. purified PKM2, Kinase-Glo ATP luminescence, activation; response scale: 0% is enzyme alone, no compound. Potency, µM (doses to about 57.5 µM), without a hit: top-dose activation, most hits filed as activators. hit rate 0.34% among 260,000. AID 1631; note: potency is the fitted concentration of half-maximal effect; nearly all actives have a fitted effect of over 55% in size
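Purified hPK-M2 (>95% pure) converted ADP (0.1 mM final) to ATP with 0.5 mM PEP in 50 mM imidazole pH7.2, KCl, MgCl2, Tween 20, BSA; 1 h at room temperature. ATP detected by Kinase-Glo luminescence.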
hERG WT inh = KCNH2 (human, wildtype) channel inhibition; U2OS, BacMam KCNH2, thallium flux FluxOr; active compounds read low; activity change, % at 1.84 µM; hit rate 0.37% among 340,000; AID 720551;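 active = maximum activity change below -70%; inconclusive = maximum activity change between -70% and -50%; inactive = maximum activity change above -50%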
Target sequence (Q12809 whole entry, looked up): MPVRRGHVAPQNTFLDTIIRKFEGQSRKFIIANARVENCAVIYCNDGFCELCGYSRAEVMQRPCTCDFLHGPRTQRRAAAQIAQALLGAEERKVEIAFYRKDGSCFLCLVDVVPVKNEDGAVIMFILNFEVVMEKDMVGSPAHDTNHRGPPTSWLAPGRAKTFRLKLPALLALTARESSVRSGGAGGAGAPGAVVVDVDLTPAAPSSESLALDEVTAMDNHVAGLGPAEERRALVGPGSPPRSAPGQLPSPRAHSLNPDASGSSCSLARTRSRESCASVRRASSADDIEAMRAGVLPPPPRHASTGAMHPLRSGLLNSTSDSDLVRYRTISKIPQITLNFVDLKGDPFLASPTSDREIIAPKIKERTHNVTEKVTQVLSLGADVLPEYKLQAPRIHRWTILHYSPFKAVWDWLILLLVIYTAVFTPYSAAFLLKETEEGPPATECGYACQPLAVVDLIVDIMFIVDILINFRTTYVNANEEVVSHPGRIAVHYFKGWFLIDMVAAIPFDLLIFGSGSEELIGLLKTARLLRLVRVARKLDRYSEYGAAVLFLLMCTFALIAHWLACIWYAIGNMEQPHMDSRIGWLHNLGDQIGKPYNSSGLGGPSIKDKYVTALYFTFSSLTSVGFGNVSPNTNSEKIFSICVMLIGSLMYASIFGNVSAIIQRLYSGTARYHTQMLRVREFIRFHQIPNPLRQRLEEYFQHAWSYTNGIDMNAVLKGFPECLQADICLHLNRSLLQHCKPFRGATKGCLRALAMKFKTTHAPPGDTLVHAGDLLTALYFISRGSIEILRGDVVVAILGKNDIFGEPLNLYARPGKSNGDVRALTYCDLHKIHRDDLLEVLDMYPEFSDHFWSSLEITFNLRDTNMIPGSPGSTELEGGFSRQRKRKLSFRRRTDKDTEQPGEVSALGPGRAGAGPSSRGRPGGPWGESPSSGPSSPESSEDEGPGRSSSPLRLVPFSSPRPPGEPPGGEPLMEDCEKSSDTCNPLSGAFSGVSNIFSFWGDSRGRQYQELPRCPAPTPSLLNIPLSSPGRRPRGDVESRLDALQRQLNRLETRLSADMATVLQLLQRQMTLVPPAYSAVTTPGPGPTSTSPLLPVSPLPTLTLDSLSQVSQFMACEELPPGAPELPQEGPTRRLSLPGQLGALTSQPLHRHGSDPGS
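U2OS cells were transduced with wild-type KCNH2 virus (2.03 x 10^8 / mL) for 4 h at room temperature, then cultured overnight at 37 C. Thallium flux was read with FluxOr dye. Rate constants were normalized to DMSO controls.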
BCR signal inh = inhibitors of chronic active B-cell receptor signaling; AID 493014; hit rate 0.05% among 340,000; ABC-DLBCL IkBa-CBG/CBR reporter, luminescence ratio, 4 h; Potency, µM (titrated, usually from 46.1 µM), for inactives: top-dose ratio change, negative = lower green/red ratio, most hits filed as inhibitors; active = well fitted inhibition curve with a large enough effect in the signal ratio, with a control signal flat, not every such curve was filed as active; inconclusive = small, poorly fitted or top-dose-only effect, or effect the other way, or a change in a side signal; the % refers to the signal ratio;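 note: potency is the fitted concentration of half-maximal effect; plate controls were basal doxycycline-induced cells for no effect and cells given 10 µM MG132 for full effect; MG132 reads +100%, hits lower the ratio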
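Cell line TMD8 (human ABC DLBCL), stably expressing tet-inducible CBG68-IkBa fusion and CBR; IMDM/0.5% FBS; cpd up to 46 uM; dox induction, 4 h, 37C/5% CO2; dual luminescence; green/red ratio; MG132 control.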
Eya2 phos inh = inhibitors of human Eya2 phosphatase activity; O00167; recombinant Eya2, OMFP fluorescence dephosphorylation (OMFP is methylfluorescein phosphate); Potency, µM (top dose mostly 76.9 µM), for inactives: at the top dose activity, negative = inhibition, actives largely listed as inhibitors; hit rate 0.006% among 330,000; AID 488837; note: potency is the fitted concentration of half-maximal effect
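Eya2 protein (added as 0.2 uM solution) was preincubated with compound for 10 min at ambient temperature in 50 mM HEPES pH 7.5, 50 mM NaCl, 5 uM MgCl2, 0.05% BSA, 1 mM DTT. OMFP (added at 50 uM) then reacted 10 min; fluorescence read at 485/525 nm.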
KCNH2 3.1 inh = KCNH2 3.1 (human) potassium channel inhibition. U2OS KCNH2 3.1, thallium flux FluxOr; active compounds read low. activity change, % (tested at about 1.8 µM). hit rate 0.95% among 340,000. AID 720553;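 active = maximum activity change below -70%; inconclusive = maximum activity change from -70% to -50%; inactive = maximum activity change above -50%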;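 note: thallium influx rate constant from kinetic fluorescence after stimulation buffer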
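Measured as rate of thallium-driven FluxOr signal in transduced U2OS cells carrying the 3.1 channel, read kinetically for 2 min upon stimulation; values are rate constants scaled to DMSO control wells.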
The depositor's hits bear a star; u = inconclusive; x = no result given; [ ] = another dose, or the depositor's remark. Unless noted, calls come from the whole dose curve; as a rule, active = well fitted curve in the direction sought with a large enough effect; inconclusive = small, poorly fitted or top-dose-only effect, or another doubt; inactive = no such curve, though single readings can be large; an effect the other way counts as inactive or inconclusive. Unless noted, % is set by controls: 0 for no effect and ±100 for the full control effect. Hits appear at their usual frequency. About 2.4% of those tested had a hit in this group.

SMILES	B2AR arrestin	uPA generation	Giardia kill	GALK inh	FBPA coupling cs	USP2a inh	PKM2 activator	hERG WT inh	BCR signal inh	Eya2 phos inh	KCNH2 3.1 inh
CCOC(=O)C1(Cc2ccccc2)CCN(Cc2cnn(-c3ccccc3)c2)CC1	-0.6%	-2%	15	3%	1	0%	-6%	19	-3%	3%	-14
Brc1cccc(C2Nc3cccc4cccc(c34)N2)c1	-0.7%	3%	-10	-2%	-4	-1%	-12%	-1	-3%	-5%	3
CCn1c2ccccc2c2cc(NC(=O)COC(=O)c3ccccc3O)ccc21	-0.2%	3%	u	1%	1	0%	-1%	-2	4%	-7%	22
COCCn1c(=O)[nH]c2cc(C(=O)NCCN3CCN(c4cccc(Cl)c4)CC3)ccc2c1=O	0.4%	-5%	-10	-1%	1	-2%	1%	-2	11%	-25%	5
Cn1c(=O)n(C)c2cc(NC(=O)c3cccc([N+](=O)[O-])c3)c(Br)cc21	0.0%	-12%	9	2%	-1	3%	1%	7	1%	-1%	-9
O=C(CCN1C(=O)/C(=C\c2ccco2)SC1=S)Nc1ccc(C(=O)O)c(O)c1	-0.2%	-23%	7	0%	-9	u	x	-12	u	2%	11
CN1CCN(C(=O)/C(=C/c2cccc([N+](=O)[O-])c2)NC(=O)c2ccccc2)CC1	0.0%	-14%	-1	-1%	-2	2%	x	0	0%	13%	-8
Cc1cccc(N2CCN(C(=O)CCn3c(=S)[nH]c4cc5c(cc4c3=O)OCO5)CC2C)c1 (stereo not given)	-0.4%	4%	-10	-4%	3	-1%	-3%	4	14%	14%	13
O=C(CCNC(=O)c1ccc(Br)cc1)Nc1ccccc1N1CCOCC1	0.0%	-2%	13	x	x	0%	x	-4	-3%	5%	10
Cn1cccc1/C=N/N1CCN(Cc2ccccc2Cl)CC1	-0.7%	-9%	7	0%	-8	-3%	24%	-5	u	-24%	-37
O=C(Oc1ccc2c(c1)O/C(=C\c1ccncc1)C2=O)c1cccs1	-0.5%	7%	-10	3%	-1	u	-10%	3	u	-2%	1
CCOC(=O)c1c(C)n(-c2ccc(C)cc2)c2ccc(OCC(O)CN3CCN(C)CC3)cc12 (stereo not given)	-1.0%	-2%	8	-2%	0	-28%	-5%	0	u	-1%	3
Cn1nccc1C(=O)Nc1ccc(OC(=O)c2ccnn2C)cc1	-0.2%	12%	-16	-2%	-1	2%	-4%	0	u	-10%	6
O=C(CSc1ccc(Cl)cc1)Nc1ccc(-c2nc3ccccc3[nH]2)cc1	0.2%	2%	6	0%	6	0%	-3%	-3	5%	-8%	-43
COC(=O)c1cccc(NC(=O)C2C3CCC(C3)C2C(=O)O)c1 (stereo not given)	-0.8%	x	-16	3%	3	2%	-10%	-7	6%	-1%	10
Cc1nn(C(C)(C)C)c(NC(=O)c2ccc(Cl)cc2)c1Br	-0.3%	-4%	-5	x	4	1%	-1%	-9	-9%	-12%	-2
CC(=O)c1ccccc1OCC(O)CNC1CCCC1 (stereo not given)	-1.4%	6%	-19	5%	x	2%	x	10	5%	4%	-11
CCOC(=O)C(NC(C)=O)C(OC(C)=O)c1cccc([N+](=O)[O-])c1 (stereo not given)	-0.2%	4%	0	5%	7	-9%	-2%	30	8%	-11%	-15
C=CCNc1ncnc2c1cnn2-c1ccc(Cl)cc1	-0.4%	-19%	10	-1%	-1	2%	0%	1	u	4%	9
COC(=O)C1(C)NC(c2ccc(F)cc2)C2C(=O)N(c3ccccc3)C(=O)C21 (stereo not given)	-1.1%	7%	-8	0%	-4	0%	-1%	-7	0%	-3%	-12
Cc1cnc(C(=O)Nc2ccc(F)c(F)c2)cn1	0.1%	-5%	13	0%	3	1%	-8%	2	-14%	9%	-3
CC1CC(C)(C)NC(C)c2ccccc21 (stereo not given)	0.2%	6%	20	2%	7	2%	-4%	-1	u	-8%	-15
Cn1cccc1C(=O)NNC(=O)c1ccccc1Br	-0.8%	9%	-1	x	x	0%	x	-18	u	-4%	-4
O=C(CSc1nc2ccc(Cl)cc2[nH]1)c1ccc2c(c1)OCO2	5.3%	-5%	3	-1%	-36*	-4%	7.9µM*	-24	5%	4%	11
Cc1nnc(C)n1/N=C/c1ccc2c(c1)OCCO2	-0.6%	2%	7	8%	4	2%	0%	10	1%	4%	11
COc1ccc(NC(=O)CCC(=O)c2ccc(Cl)cc2)cn1	-1.1%	-1%	u	x	x	3%	x	-3	9%	4%	-3
CCn1c(SCC(=O)Nc2ccccc2)nc2ccccc2c1=O	-0.3%	0%	-11	0%	2	2%	2%	3	5%	0%	7
O=C(NCc1ccc2c(c1)OCO2)C1CCC(CNc2c(N3CCCC3)c(=O)c2=O)CC1 (stereo not given)	-0.7%	10%	-13	1%	2	2%	0%	13	2%	10%	23
C=CCC(NCc1ccccc1)c1ccccc1 (stereo not given)	-0.9%	-3%	13	0%	3	5%	0%	7	-3%	-3%	6
Cc1ccc(Nc2nc3c(s2)CCC3)c(C)c1	-0.4%	-5%	7	-1%	-2	-1%	-4%	3	u	-12%	-2
C/C(N)=C(/C#N)C(=O)COC(=O)c1cc(-c2cccc(Br)c2)nc2ccccc12	-0.1%	8%	2	1%	-2	-13%	-18%	2	u	3%	-2
CN1C(=O)N(CC(=O)N2CCN(c3ncccn3)CC2)C(=O)C12CCCCC2	-0.4%	-2%	-5	x	x	4%	x	5	-1%	20%	14
O=C(CCN1c2ccccc2Sc2ccccc21)Oc1ccccc1	-1.7%	6%	20	-3%	1	0%	-5%	18	5%	-5%	0
S=C(NCCNCc1ccccc1)NC1CCCCC1	0.1%	x	x	3%	0	2%	1%	x	8%	-10%	x
Cc1ccc(-n2nc(C)c3c2OC(N)=C(C#N)C3c2ccncc2)cc1 (stereo not given)	-0.1%	0%	-17	1%	-1	1%	-2%	-1	9%	-4%	4
O=c1cc(-c2ccccc2)cc(-c2ccccc2)n1O	-0.2%	u	-8	x	x	2%	x	-2	u	-14%	15
COc1ccc(F)cc1C(=O)C1CCCN(C(=O)CCc2ccccn2)C1 (stereo not given)	0.0%	-3%	10	5%	0	-2%	-14%	1	-13%	5%	0
Oc1ccc(Br)cc1-c1cc(-c2ccccc2)n[nH]1	0.0%	2%	-12	-8%	2	-1%	5%	-6	12%	-3%	6
CCC(=O)NCc1c(Cl)cccc1-n1cccc1	0.4%	x	7	3%	2	2%	-14%	5	0%	0%	-12
N/C(=N\OC(=O)c1ccc2c(c1)OCO2)c1ccc([N+](=O)[O-])cc1	0.1%	-10%	4	1%	0	-2%	0%	-8	-6%	2%	-3
CCC(C)(C)C1CCC2(CC1)NC(=O)N(CC(=O)Nc1cc(C(F)(F)F)ccc1N1CCOCC1)C2=O (stereo not given)	-0.9%	12%	26	-3%	-2	-3%	1%	-4	-1%	16%	-3
COc1ccc(NC(=O)C(=O)NCC(c2ccco2)N2CCc3ccccc32)cc1 (stereo not given)	u	-9%	1	x	x	0%	x	2	u	-32%	-11
Cc1noc(N)c1C(=O)Nc1ccccc1F	-0.2%	7%	-11	2%	3	0%	-1%	-1	2%	-3%	1
CN(C)CCNC(=O)Cn1ccc2cc(S(=O)(=O)N3CCCCCC3)ccc21	-0.1%	-15%	12	-9%	2	4%	x	28	3%	5%	8
O=[N+]([O-])c1ccc(N2CCN(S(=O)(=O)c3ccccc3)CC2)cc1	-0.5%	-7%	-9	5%	4	1%	-1%[11.5 µM]	-80*	0%	15%	-84*
CCOC(=O)C1CCN(S(=O)(=O)c2ccc3c(c2)CCCN3C(C)=O)CC1	0.1%	1%	14	1%	6	0%	-4%	0	-2%	-1%	7
O=C(NCc1ccco1)c1ccc([N+](=O)[O-])o1	0.4%	-7%	-81*	8%	-5	0%	8%	11	1%	7%	2
CC(C)(C)CN1CCN(Cc2cccnc2)CC1CCO (stereo not given)	-0.3%	2%	24	-2%	1	-1%	-1%	-5	u	-21%	-4
Cc1cc(C)c2c(N)c(C(=O)c3ccc(Cl)cc3Cl)sc2n1	-0.2%	-2%	-23	2%	-1	0%	-4%	6	-7%	0%	-3
COc1ccc(CCNC(=O)c2cc(-c3cc(Cl)ccc3O)n[nH]2)cc1OC	-0.3%	-2%	-5	8%	-1	0%	0%	3	u	2%	-5
CCCN(CCO)Cc1ccc(Cl)c(Cl)c1	-0.6%	9%	6	1%	0	-8%	-4%	-23	-3%	-15%	6
N/C(=N\OS(=O)(=O)c1ccccc1)c1ccncc1	-0.5%	-4%	-9	-1%	x	3%	6%	-3	-1%	-3%	9
Cc1cc(C(=O)Nc2ccccc2)oc1C	-0.3%	0%	0	0%	x	-1%	-10%	4	u	1%	3
